Screening data: PubChem, several laboratories
aSyn UTR inh: MLPCN primary screen, SNCA 5' untranslated region | alpha-synuclein 5'UTR reporter, inhibitor activity | inhibition, % (tested at 7.5 µM) | 300,000 tested, 0.82% active | AID 1813, 2009; in the data active = inhibition above about 60%;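 note: H4 neuroglioblastoma cells stably carrying SNCA 5'UTR luciferase fusion; 0% = DMSO wells and 100% = positive control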
HIF act: HIF pathway transcriptional activators, primary screen, cell-based, U2OS HRE-luciferase, luminescence; U2OS HRE-luciferase reporter; normalized: DMSO 0%, desferrioxamine 100%; activation, % at 7.5 µM (by protocol); 300,000 tested, 0.32% active; AID 1910, 2009;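 active = mean activation of at least 10% of the iron chelator positive control signal, with at least half of replicates also reaching 10%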
TRPC4 act: activators of mouse TRPC4 channel, primary screen, Fluo4 calcium, HEK293 TRPC4beta/mu-opioid cells | Fluo4 calcium fluorescence; active compounds read high | B-score at 10 µM | 310,000 tested, 0.49% active | AID 2237, 2010;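 active = B-score above 5 SD of library B-scores, and initial fluorescence ratio not above library mean plus 5 SD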;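 note: positive B-score marks a calcium rise read as TRPC4 activation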
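Assay system: HEK293 stable line with TRPC4beta plus mu-opioid receptor; schedule: 45 min room-temperature Fluo4 loading, 110 s read; technique: kinetic Fluo4 calcium fluorescence; evaluation: integrated baseline-normalised fluorescence ratio, converted to per-well B score; controls: buffer (low) and maximal DAMGO (high)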
MrgX1 antagonist: antagonists of human MrgX1 receptor, primary screen, HEK293 cells, Fluo-4 calcium flux; B-score at 10 µM; 310,000 tested, 1.3% active; BAM8-22 antagonism; active compounds read low; AID 588676, 2011; Mas-related G-protein coupled receptor member X1 (Homo sapiens), Q96LB2;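 active = calcium-response B-score plate-corrected more than 3 library SD below zero, starting fluorescence within 5 deviations, no agonist response on first addition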;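 note: peak minus trough fluorescence over baseline after final BAM8-22 challenge near maximal dose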
KLF5 inh: KLF5 expression inhibitors, primary screen, DLD-1 cells, luminescence; DLD-1 KLF5 promoter-luciferase reporter; AID 1700, 2009; 290,000 tested, 0.23% active; inhibition, % at 5 µM;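 active = inhibition above a per-plate limit of that plate's mean compound inhibition plus 3 SD, cut at about 60% in these data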;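 note: 0% = DMSO wells and 100% = LY294002 at 200 µM; higher means less KLF5 promoter-driven luciferase light; inactives centre near -14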
TRPC4 PAM: positive allosteric modulators of TRPC4, primary screen, cell-based, mouse TRPC4beta, HEK293 mu-opioid, Fluo-4 calcium; DAMGO EC20, Fluo-4 Ca2+ flux; active compounds read high; Short transient receptor potential channel 4 (Mus musculus), Q9QUQ5; 310,000 tested, 0.42% active; B-score at 10 µM;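 active = B-score of calcium response area above 5 SD of library B-scores, with initial fluorescence ratio within 5 SD of library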;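 note: B-score of integrated fluorescence ratio over time as area under calcium response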
TRPC4 inh: inhibitors of mouse TRPC4 channel, primary screen, Fluo4 calcium, HEK293 TRPC4beta/mu-opioid cells. Short transient receptor potential channel 4 (Mus musculus), Q9QUQ5. 300,000 tested, 0.39% active. B-score at 10 µM. DAMGO-evoked Fluo4 calcium flux; active compounds read low;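 active = B-score over 3 SD under the library average, no early fluorescence shift, positive overall ratio signal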
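Assay system – HEK293 line stably carrying TRPC4beta and mu-opioid receptor · Doses – single dose · Detection – Fluo4 calcium-dye fluorescence, kinetic read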
TRPC6 act: mouse TRPC6 channel activators, primary screen, cell-based, HEK293, membrane potential dye. 310,000 tested, 0.13% active. B-score at 10 µM. AID 2550, 2010. HEK293-TRPC6 membrane potential dye fluorescence; active compounds read high;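 active = B-score of the integrated fluorescence ratio above library mean plus 3 SD, and starting fluorescence ratio within library mean plus 5 SD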;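 note: higher score means more depolarization so channel activation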
Target sequence (Q61143 whole entry, looked up): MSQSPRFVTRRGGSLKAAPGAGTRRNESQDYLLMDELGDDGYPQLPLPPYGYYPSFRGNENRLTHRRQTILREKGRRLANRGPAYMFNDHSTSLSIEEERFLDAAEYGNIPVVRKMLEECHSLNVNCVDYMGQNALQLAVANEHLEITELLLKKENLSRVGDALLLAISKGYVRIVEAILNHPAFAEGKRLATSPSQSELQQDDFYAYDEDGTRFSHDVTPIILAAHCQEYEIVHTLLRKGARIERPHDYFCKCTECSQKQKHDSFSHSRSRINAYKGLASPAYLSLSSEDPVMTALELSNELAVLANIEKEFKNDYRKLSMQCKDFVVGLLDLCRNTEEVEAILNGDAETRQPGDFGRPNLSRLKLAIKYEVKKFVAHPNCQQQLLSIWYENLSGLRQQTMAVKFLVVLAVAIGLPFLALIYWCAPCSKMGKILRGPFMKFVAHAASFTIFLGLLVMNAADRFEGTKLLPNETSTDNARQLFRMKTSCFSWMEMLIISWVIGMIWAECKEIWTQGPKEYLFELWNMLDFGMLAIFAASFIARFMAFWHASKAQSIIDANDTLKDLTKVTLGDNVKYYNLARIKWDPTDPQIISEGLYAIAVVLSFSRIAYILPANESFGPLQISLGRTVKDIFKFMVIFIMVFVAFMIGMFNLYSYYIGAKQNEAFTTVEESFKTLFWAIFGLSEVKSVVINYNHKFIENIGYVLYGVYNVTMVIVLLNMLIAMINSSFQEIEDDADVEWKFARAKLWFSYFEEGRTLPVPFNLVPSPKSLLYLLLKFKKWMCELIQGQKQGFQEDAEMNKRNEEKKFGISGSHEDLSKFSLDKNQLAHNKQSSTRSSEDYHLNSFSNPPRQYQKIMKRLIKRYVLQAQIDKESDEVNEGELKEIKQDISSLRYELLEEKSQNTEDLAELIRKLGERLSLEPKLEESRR
SKKanGAS inh: S. pyogenes SKKanGAS growth inhibitors in kanamycin, primary screen, streptokinase expression inhibitor project, SKKanGAS strain, BacTiter-Glo luminescence; 300,000 tested, 1.3% active; AID 1662, 2009; inhibition, % at 7.5 µM; 6 h;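 active = mean replicate score, as percent of positive control median, at least 50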;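 note: strain carries kanamycin resistance gene driven by streptokinase promoter and grows in 40 µg/ml kanamycin; loss of luminescence reflects streptokinase promoter inhibition or plain growth inhibition; 0% = median of DMSO wells and 100% = positive control at its reference dose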
IEC-6 tox: cytotoxicity in IEC-6 intestinal epithelial cells, primary screen, cytotoxicity control for KLF5 inhibitor project, cell-based, luminescence; IEC-6 cytotoxicity, luminescence viability; inhibition, % at 5 µM; 290,000 tested, 0.78% active; AID 1825, 2009; in the data active = inhibition above about 22%;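 note: 0% = plate median of test compound wells and 100% = cytotoxic reference compound wells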
TRPC6 inh: mouse TRPC6 channel inhibitors, primary screen, cell-based, HEK293, membrane potential dye; Short transient receptor potential channel 6 (Mus musculus), Q61143; ACh-evoked depolarization; active compounds read low; B-score at 10 µM; 310,000 tested, 1.1% active; AID 2553, 2010;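 active = B-score under library mean minus 3 SD, initial fluorescence not abnormally high, positive integrated signal ratio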;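 note: B-score derived from integrated fluorescence ratio over the kinetic read; more negative B-score means stronger inhibition of depolarization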
Starred values were filed as active, the others as inactive; i = inactive; nt = not tested or not shown.

SMILES | aSyn UTR inh | HIF act | TRPC4 act | MrgX1 antagonist | KLF5 inh | TRPC4 PAM | TRPC4 inh | TRPC6 act | SKKanGAS inh | IEC-6 tox | TRPC6 inh
Cn1cc(/C=N/NC(=O)c2cccc([N+](=O)[O-])c2)c2ccccc21 | -7 | -0.1 | i | i | -24 | i | i | i | -1 | 5 | i
COc1cc(C(=O)Nc2ccccc2C(=O)Nc2ccccn2)cc(OC)c1OC | -67 | -11 | i | i | 34 | i | i | i | -3 | 33* | i
CC(=O)Nc1ccccc1NC(=O)C/C(C)=N/NC(=O)C(=O)Nc1cccc(Cl)c1C | 20 | -0.6 | i | i | 27 | i | i | i | 6 | 3 | i
COc1ccc(Cn2nnnc2C(c2cccs2)N2CCCCCC2)cc1 (stereo unspecified) | -8 | 0.1 | i | i | -1 | i | i | i | -9 | 0 | i
COc1ccc(-c2noc(C(C)NS(=O)(=O)c3ccc(NC(C)=O)cc3)n2)cc1 (stereo unspecified) | -7 | 0.2 | i | i | 12 | i | i | i | 0 | -3 | i
C/C(=N\NC(=O)CN(c1ccc(Oc2ccccc2)cc1)S(C)(=O)=O)C(C)(C)C | 1 | 0.3 | i | i | -27 | i | i | i | -9 | -4 | i
Cc1ccc(S(=O)(=O)N2CCN(CC(=O)N3CCOCC3)CC2)cc1 | -25 | 0.2 | i | i | -24 | i | i | i | -11 | 4 | i
COc1ccc(NC(=O)CSC2=C(C#N)C(c3ccco3)C(C(=O)Nc3nc4ccccc4s3)=C(C)N2)cc1 (stereo unspecified) | 45 | -0.5 | i | i | 8 | i | i | i | 32 | 5 | i
N#CC1=C(N)OC2=C(C(=O)CCC2)C1C1C=CCCC1 (stereo unspecified) | 12 | -0.1 | i | i | -14 | i | i | i | -3 | -4 | i
CCOc1ccccc1NC(=O)Cn1nnc(C(=O)NCc2ccc3c(c2)OCO3)c1N | 20 | 0.6 | i | i | 51 | i | i | i | 1 | 51* | i
CC(C)CCN1CC(O)=C(c2nc3ccccc3[nH]2)C1=N | -59 | 0.5 | i | i | -41 | i | i | i | 13 | 9 | i
Cc1ccc(-c2nnc(NC(=O)Cc3ccc(F)cc3)o2)c(C)c1 | 14 | -0.3 | i | i | 15 | i | i | i | 11 | -4 | i
N#Cc1ccccc1NC(=S)NC(=O)c1cccnc1 | -2 | -1.6 | i | i | -15 | i | i | i | -3 | 0 | i
CN(C)C(CNC(=O)c1cccc(NS(=O)(=O)c2ccc(Br)cc2)c1)c1ccco1 (stereo unspecified) | -1 | -0.6 | i | i | nt | i | i | i | -1 | nt | -5.7*
CS(=O)(=O)N(CC(=O)NC1CCCCC1)c1cccc(Cl)c1 | 0 | -2.3 | i | i | -25 | i | i | i | 2 | -3 | i
COc1ccc2[nH]c(C(=O)O)c(CCNC(=O)/C=C/c3ccc(O)c(OC)c3)c2c1 | -2 | -0.2 | i | i | -4 | i | i | i | 3 | 6 | i
Cc1ccc(NC(=O)c2ccc3nc[nH]c3c2)cc1C | -170 | 2.7 | i | i | -43 | i | i | i | -2 | -2 | i
Cc1c(C(=O)N/N=C/c2ccc(O)cc2)sc(=S)n1C | 12 | -19 | i | i | -62 | i | i | i | 2 | -1 | i
O=C(CN1CCN(Cc2ccccc2)CC1)N/N=C/C=C/c1ccccc1[N+](=O)[O-] | 15 | 0.1 | i | i | -10 | i | i | i | 6 | 0 | i
COc1ccc(NC(=O)c2sc3nc(N4CCOCC4)c4c(c3c2N)CCCC4)c(OC)c1 | -10 | -0.5 | i | i | -56 | i | i | i | -3 | -3 | i
CCOC(=O)CC1COc2ccccc2N1C(=O)c1ccc(C)cc1 (stereo unspecified) | 6 | -0.1 | i | i | -21 | i | i | i | 4 | 0 | i
CCOc1ccc(CN2CCN(Cc3cnc(N4CCOCC4)s3)CC2CCO)cc1 (stereo unspecified) | 19 | -0.3 | i | i | -8 | i | i | i | -7 | -4 | i
CC(=O)N1CCN(Cc2nc3cc(NC(=O)c4cccs4)ccc3n2C)CC1 | -3 | -30 | i | i | -7 | i | i | i | -3 | 1 | i
c1ccc(CSc2nnc(Cc3ccccc3)o2)cc1 | -71 | 2.3 | i | i | -55 | i | i | i | -5 | -4 | i
FC(F)(F)c1ccc(-n2cnc3ccccc32)nc1 | -37 | 1.4 | i | i | -47 | i | i | i | 1 | 3 | i

(further entries)
SMILES | aSyn UTR inh | HIF act | TRPC4 act | MrgX1 antagonist | KLF5 inh | TRPC4 PAM | TRPC4 inh | TRPC6 act | SKKanGAS inh | IEC-6 tox | TRPC6 inh
O=C(N/N=C/c1ccccn1)c1c[nH]c2ccccc12 | -79 | 4.2 | i | i | -112 | i | i | i | 0 | -1 | i
CCc1noc(C)c1C(=O)NNC(=O)COc1ccc(Br)cc1 | -1 | 0.1 | i | i | -23 | i | i | i | -5 | -6 | i
Cn1nc(-c2ccc(C(=O)NC3CCCCC3)cc2)c2ccccc2c1=O | 2 | -0.7 | i | i | -13 | i | i | i | -1 | 11 | i
CCc1nc(SCc2ccc([N+](=O)[O-])cc2)n[nH]1 | -22 | 0.6 | i | i | -27 | i | i | i | 9 | -1 | i
Brc1ccc(Oc2ncc(CN3CCN(c4ccccc4)CC3)s2)cc1 | 19 | -2.0 | i | i | -6 | i | i | i | -2 | 2 | -5.4*
COc1ccccc1/C=N/NC(=O)CC(=O)NC1CCCCC1 | -4 | -0.2 | i | i | -11 | i | i | i | -8 | 12 | i
Cc1nn(C)cc1/C=N\NC(=O)c1ccc(Cn2cc(Cl)cn2)cc1 | -20 | 0.1 | i | i | 2 | i | i | i | -9 | -1 | i
Cc1ccccc1OCC(=O)NCC(c1cccs1)N1CCOCC1 (stereo unspecified) | -3 | -0.1 | i | i | nt | i | i | i | -10 | nt | i
COc1ccc(OC)c(NC(=O)c2nnn(CC(=O)Nc3ccc4c(c3)OCO4)c2N)c1 | 30 | 0.6 | i | i | -9 | i | i | i | 8 | 1 | i
CCCCN(C)CCNC(=O)CCn1nc(-c2ccc(C)cc2)ccc1=O | 3 | 0.6 | i | i | -44 | i | i | i | 1 | 5 | i
COC(=O)C1=C(C)N(Cc2ccco2)C(=O)N[C@H]1c1ccccc1 | 13 | -0.8 | i | i | -20 | i | i | i | 6 | 4 | i
O=C(CCCCC(=O)NNC(=O)COc1ccccc1)NNC(=O)COc1ccccc1 | 12 | 0.0 | i | i | -11 | i | i | i | 8 | -1 | i
Cc1ccc(C)c(OCCC(=O)OCC(=O)NC2CCCC2)c1 | -3 | 0.1 | i | i | nt | i | i | i | 0 | nt | i
COc1cccc(Cn2nnc(C(=O)NCc3ccc4c(c3)OCO4)c2N)c1 | 34 | 0.0 | i | i | -25 | i | i | i | -10 | 3 | i
CC(C)CC(C(=O)O)N1C(=O)[C@@H]2[C@H](C1=O)[C@@H]1C[C@H]2C(Br)C1Br (stereo partly specified) | -6 | 0.2 | i | i | 1 | i | i | i | 5 | -2 | i
COC(=O)c1ccc(Nc2cc(C)nc3nc(C)nn23)cc1 | 0 | 0.3 | i | i | 13 | i | i | i | 0 | -3 | i
O=C(Nc1ccc(NC(=O)C2CC2)nc1)c1ccncc1 | -5 | -0.3 | i | i | -7 | i | i | i | -3 | -10 | i
CCC(C)(C)NC(=O)/C=C/c1cnc2ccccc2n1 | -122 | 2.0 | i | -4.7* | -45 | i | i | i | -7 | -2 | i
CCCc1c(C)nc2ccc(OC)cc2c1SCCC(=O)O | -3 | -0.2 | i | i | -15 | i | i | i | -10 | -14 | i
CSc1cccc(NC(=O)C(C)NS(=O)(=O)c2ccc(F)cc2)c1 (stereo unspecified) | nt | nt | i | i | -25 | i | i | i | 1 | -5 | i
Clc1ccc(-c2nn3cnnc3s2)c(Cl)c1 | 19 | 0.3 | i | i | -1 | i | i | i | -4 | 0 | i
O=C(CSc1nnc(-c2cccnc2)n1Cc1ccco1)c1ccc2ccccc2c1 | -1 | -0.8 | i | i | 4 | i | i | i | -2 | -1 | i
c1cncc(CNc2ncnc3sc4c(c23)CCC4)c1 | -11 | 0.6 | i | i | -5 | i | i | i | 0 | 3 | i
COc1cnn(-c2ccccc2)c(=O)c1SCc1ccc(Cl)c(Cl)c1 | 50 | -0.5 | i | i | -15 | i | i | i | -1 | 3 | i
C/C(=N/NC(=O)c1nnn(-c2nonc2N)c1-c1ccccc1)c1ccc2c(c1)OCO2 | -6 | -0.2 | i | i | -22 | i | i | i | 22 | -4 | i

Next compounds follow:
SMILES | aSyn UTR inh | HIF act | TRPC4 act | MrgX1 antagonist | KLF5 inh | TRPC4 PAM | TRPC4 inh | TRPC6 act | SKKanGAS inh | IEC-6 tox | TRPC6 inh
CCN(CC)CCOC(=O)c1c(C)n(C)c2ccc(OC)cc12 | -8 | -0.5 | i | i | -34 | i | i | i | -9 | 6 | i
COc1ccccc1CC(NC(C)=O)C(=O)NC1CCN(C(=O)Nc2cccc(F)c2)CC1 (stereo unspecified) | 0 | 0.0 | i | nt | -31 | i | i | i | 5 | 0 | i
Cc1cc(C(=O)COc2ccc(Cl)cc2Br)c(C)n1C | -24 | 0.1 | i | i | -32 | i | i | i | -15 | -3 | i
Cc1csc(NC(=O)C2CCCO2)n1 (stereo unspecified) | 10 | 0.5 | i | i | -2 | i | i | i | -3 | 1 | i
COc1ccc(CN(C)Cc2c(O)ccc3ccccc23)cc1 | -5 | 2.0 | i | i | -14 | i | i | i | -11 | 1 | i
CCOC(=O)C(=CNc1cc(C(F)(F)F)ccc1N1CCOCC1)C(=O)OCC | -1 | 0.2 | i | i | -3 | i | i | i | 3 | 0 | i
CC1CCCN(C(=O)COC(=O)c2cc(-c3cccs3)nn2-c2ccccc2)C1 (stereo unspecified) | 1 | 0.3 | i | i | nt | i | i | i | -7 | nt | -6.5*
COc1ccc(OC)c(CCNC(=O)CC2(CC3=NS(=O)(=O)c4ccccc4N3)CCCC2)c1 | 24 | -0.1 | i | i | -22 | i | i | i | 6 | 5 | i
CC1CCN(CCCNC(=O)c2cc3sccc3n2C)CC1 | 6 | -0.3 | i | i | -16 | i | i | i | -1 | 10 | i
C=CCNc1nc(N2CCCCC2)c(C#N)c2c1CN(Cc1ccccc1)CC2 | -2 | -0.4 | i | i | -14 | i | i | i | 16 | -1 | i

Compounds were not picked by outcome. Share with any hit: about 5.8%.
